# MOR-DOR inv ag: inverse agonist of human OPRM1-OPRD1 heterodimerization; cell-based MOR-DOR heterodimer luminescence, inverse agonism; 340,000 compounds, 0.21% hits; inhibition, % at 9.3 µM; P35372+P41143; AID 504357; in the data active = inhibition above about 22%, passing the limit was not always enough;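 also: 0% = cells with DMSO and 100% = wells without cells with DMSO; values of inactives mirror those of a sister screen read the other way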
# PfHsp90 yeast 2: inhibits growth of yeast expressing Plasmodium falciparum Hsp90; 310,000 compounds, 0.32% hits; AID 504621; S. cerevisiae expressing PfHsp90, BacTiter-Glo ATP, 48 h; yeast lacking PDR1 and PDR3 efflux regulators; inhibition, % at 9.4 µM;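 active = every replicate shows inhibition above about 80%, whatever the replicate mean, limit read from the data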;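 also: 0% = DMSO neutral controls and 100% = 20 µM radicicol positive controls; yeast relying on Plasmodium falciparum Hsp90 in place of its own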
# phage Ecoli inh: E. coli growth loss with phage present | growth absorbance | inhibition, % at 11.9 µM | 360,000 compounds, 0.26% hits | AID 651602; in the data active = inhibition above about 11%
# HTR5A inv ag: HTR5A inverse agonism, opioid heterodimer counter-screen. HTR5A cell line, luminescence. P47898. AID 504634. inhibition, % at 9.3 µM. 340,000 compounds, 0.083% hits; in the data active = inhibition mostly above about 23%, no sharp cut-off; inactive = mostly below about 18%;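 also: 0% = cells with DMSO and 100% = no-cell wells with DMSO; some compounds called inactive have numbers as strong as hits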
# Target sequence (P47898 whole entry, looked up): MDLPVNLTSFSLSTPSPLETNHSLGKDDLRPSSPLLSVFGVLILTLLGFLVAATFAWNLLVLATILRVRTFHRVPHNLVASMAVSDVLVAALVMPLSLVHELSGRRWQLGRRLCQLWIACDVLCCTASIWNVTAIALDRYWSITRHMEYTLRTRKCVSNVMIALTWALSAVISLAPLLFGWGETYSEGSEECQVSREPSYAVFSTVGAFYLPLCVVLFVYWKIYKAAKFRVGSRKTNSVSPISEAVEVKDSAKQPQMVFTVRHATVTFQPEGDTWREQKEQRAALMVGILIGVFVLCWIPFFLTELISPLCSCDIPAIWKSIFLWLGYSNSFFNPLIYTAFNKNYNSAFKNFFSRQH
# MOR-DOR ag: OPRM1-OPRD1 heterodimerization agonism; P35372+P41143; cells, luminescence; activation, % at 9.3 µM; 340,000 compounds, 0.3% hits; in the data active = activation above about 18%;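 also: 0% = vehicle-treated cells and 100% = reference agonist; values of inactives mirror those of a sister screen read the other way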
# Mot1-301 SUMO: inhibitors of SUMOylation pathway: yeast Mot1-301 growth rescue | growth rescue, % at 18.8 µM | 320,000 compounds, 1% hits | S. cerevisiae Mot1-301 growth rescue, ATP luminescence, 38.5C; percent above DMSO median, 100 means doubled;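 active = every valid replicate shows activation above 250% relative to neutral control wells; inactive = the rest, any valid replicate at or below 250%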;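 also: OY570 slx delta 5 strain wells were the positive control but not used for scaling; some compounds called inactive have numbers as strong as hits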
# PKA-R1A activ: activates the PKA-R1A holoenzyme complex; AID 504707; PKA-R1A dissociation, Cy5-IP20 fluorescence polarization; scaled: DMSO 0%, 113 µM cGMP 100%; P00514+P68181; activation, % at 11.4 µM; 340,000 compounds, 0.083% hits;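 active = percent activation above the mean of all tested compounds plus 3 SD, cut at about 19% in these data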;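 also: higher means more PKAc released from R1A so a rise in polarization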
# E coli growth: bacterial growth inhibition, counter-screen for AddAB inhibitors; E. coli V3065 growth, OD600 absorbance, 18 h; inhibition, % at 11.9 µM; 330,000 compounds, 0.27% hits;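 active = inhibition above the campaign's mean inhibition across all tested compounds plus 3 SD, cut at about 9.9% in these data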;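 also: uninfected addAB+ strain grown without phage in ampicillin broth; 0% = DMSO wells and 100% = ciprofloxacin 0.95 µg/ml wells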
# PKA-R2B activ: PKA-R2B complex activation | AID 504700 | activation, % at 11.4 µM | 340,000 compounds, 0.079% hits | PKA-R2B holoenzyme dissociation, Cy5-IP20 fluorescence polarization; R2B truncated from residue 108, S112A mutant; 0% DMSO only, 100% 113 µM cGMP | P22694+P31323;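 active = activation above a cutoff set at the mean over all compounds plus 3 SD, cut at about 18% in these data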;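 also: higher means more holoenzyme dissociation and a rise in polarization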
# Target sequence (P31323 whole entry, looked up, other chains not shown, the tested form may be a part): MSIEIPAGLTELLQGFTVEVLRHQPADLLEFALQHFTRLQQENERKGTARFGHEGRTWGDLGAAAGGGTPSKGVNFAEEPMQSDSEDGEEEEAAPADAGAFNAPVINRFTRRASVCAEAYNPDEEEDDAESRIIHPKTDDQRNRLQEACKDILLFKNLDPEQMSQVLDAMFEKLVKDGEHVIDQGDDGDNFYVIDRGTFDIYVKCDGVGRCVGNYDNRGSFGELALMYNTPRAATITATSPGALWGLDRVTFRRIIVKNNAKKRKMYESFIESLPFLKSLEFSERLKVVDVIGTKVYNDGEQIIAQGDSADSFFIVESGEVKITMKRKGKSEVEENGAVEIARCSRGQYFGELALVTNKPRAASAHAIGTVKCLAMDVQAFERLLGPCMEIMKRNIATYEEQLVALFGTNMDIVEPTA
# Tat transport: E. coli Tat transport inhibition | 340,000 compounds, 0.036% hits | E. coli MC4100 TorA-mCherry Tat export, fluorescence | AID 488895 | inhibition, % at 10 µM;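 active = mean replicate inhibition at least 50% and at least half of replicates individually reaching 50%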;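 also: exported cargo escapes ClpAP degradation while cytoplasmic cargo is degraded and loses fluorescence; 0% = median of neutral control wells and 100% = median of NaSCN control wells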
# AddAB inh: less growth of phage-infected E. coli with AddAB; E. coli expressing H. pylori AddAB, absorbance growth; inhibition, % at 11.9 µM; 330,000 compounds, 0.29% hits; AID 435030; in the data active = inhibition above about 12%;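 also: 0% = vehicle wells of infected cells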
# Active calls of the source: *; . = no result given.
SMILES,MOR-DOR inv ag,PfHsp90 yeast 2,phage Ecoli inh,HTR5A inv ag,MOR-DOR ag,Mot1-301 SUMO,PKA-R1A activ,E coli growth,PKA-R2B activ,Tat transport,AddAB inh
Cc1cc(/C=N/NC(=O)c2cccc([N+](=O)[O-])c2)c(C)n1-c1ccccc1,21.1,8.6,1.9,-15.1,-4.5,198.9,-8.1,-0.3,-2.0,0.3,-1.2
CC(OC(=O)CNC(=O)c1sc2ccccc2c1Cl)C(=O)NC1(C#N)CCCCC1 (stereo unspecified),8.1,.,1.6,-4.5,-2.1,-8.7,0.6,0.9,2.5,5.7,1.6
COc1cc([N+](=O)[O-])ccc1NC(=O)c1cccc(NC(=O)C(C)C)c1,14.4,-3.2,2.8,-6.7,-2.9,2.1,-2.7,0.3,-12.5,23.3,-0.4
CN(C)/C=C1\NC(=S)N(c2ccccc2)C1=O,16.1,14.8,3.4,-7.7,-3.3,509.5,5.7,1.4,-7.2,4.2,-0.9
CCOC(=O)c1ccc(NC(=S)NNC(=O)COC)cc1,13.2,1.7,0.4,12.9,-2.5,-1.9,-4.1,-0.8,-5.5,-5.8,-1.0
CC[C@]12c3[nH]c4cc(-c5ccco5)ccc4c3CCN1C(=O)[C@@H](CC(=O)NCCCN(C)C)C[C@@H]2C(=O)N1CCN(C(=O)C2CC2)CC1,10.3,13.0,2.6,-5.5,-2.1,.,-7.2,-2.3,3.6,-0.8,-4.0
O=C(CSc1nnc(-c2cc3ccccc3cc2O)n1Cc1ccco1)N1CCc2ccccc2C1,-19.0,.,1.4,-21.9,3.7,-7.6,-0.4,-1.4,5.3,20.5,0.4
FC(F)(F)c1nc(-c2ccncc2)ncc1-c1nnnn1-c1ccccc1,2.6,-20.2,2.2,-25.2,-0.4,-22.1,-10.4,2.2,7.4,-2.2,0.8
CCc1cc(=O)oc2cc(C)cc(OC(C)C(=O)NC3CC(C)(C)NC(C)(C)C3)c12 (stereo unspecified),-2.4,9.2,1.7,22.6,0.5,11.5,-7.5,-3.5,-6.5,-4.3,1.5
Cc1ccc(NC(=O)c2ccccc2OCC(=O)c2ccccc2)cc1,10.7,-15.0,0.7,4.5,-2.2,-12.8,-5.7,-4.3,-8.6,1.9,-3.4
CCC1(c2ccccc2)ON(c2c(Br)cccc2Br)C1=O (stereo unspecified),-49.5,-26.5,3.7,-13.6,9.2,717.6*,-5.4,1.8,9.2,-3.3,2.6
COC(=O)CSc1nnc(-c2cccnc2)o1,6.3,-1.4,4.1,-16.4,-1.0,16.8,13.9,1.6,0.9,3.0,0.1
CN1CCN(c2nc(-c3ccccc3)nc(-c3ccccc3)c2C#N)CC1,-3.3,13.7,4.7,1.9,0.6,9.3,-5.5,-2.0,-6.7,-6.8,0.5
CCS(=O)(=O)NCC(c1cccnc1)N1CCN(c2ccccc2OC)CC1 (stereo unspecified),7.4,-12.6,3.3,-4.4,-1.4,-6.0,-8.0,-0.8,3.8,1.8,2.4
O=C(O)CCN1c2cccc3cccc(c23)S1(=O)=O,8.8,13.6,3.4,-6.9,-1.6,5.3,-10.5,0.8,-5.2,-3.3,2.9
COc1cc(CNc2ccc(C(=O)O)cc2)cc(Br)c1OCC(=O)NC(C)(C)C,4.5,4.5,3.6,-13.8,-0.9,27.2,6.9,-1.0,1.1,1.0,1.9
COc1ccc(C2=NOC(C(=O)NCCCn3ccnc3)C2)cc1 (stereo unspecified),7.1,.,2.8,23.0,-1.2,115.8,2.7,-0.2,5.4,-1.5,0.5
CCOC(=O)C1(CC2CCCCO2)CCN(Cc2nc3ccccc3[nH]2)CC1 (stereo unspecified),-147.7,1.7,3.1,10.2,29.0*,-14.2,-6.0,-0.5,7.5,-0.4,0.7
CCC(=O)N1CCN(c2c(Cl)cccc2[N+](=O)[O-])CC1,-3.8,-12.4,1.4,2.6,0.7,329.8,1.3,-1.4,-0.1,1.0,-0.7
COc1ccc(C(=O)NCc2ccc(N3CCN(C)CC3)cc2)cc1,12.6,18.9,-0.4,-14.9,-2.5,-0.3,-5.4,-3.1,-8.7,5.6,0.7
O=[N+]([O-])c1ccc(O)c(/C=N/n2cnnc2)c1,6.7,16.0,1.3,-18.0,-1.3,21.0,-11.0,-1.2,-13.3,-4.1,4.0
CCCCNC(=O)/C=C1\Sc2ccccc2NC1=O,3.2,2.3,2.3,-18.6,-0.6,95.8,0.1,0.9,-2.8,-9.4,4.0
O=S(=O)(NCCc1ccccc1)c1ccc(Br)s1,-24.6,.,2.2,-8.7,4.3,7.0,-4.8,2.3,-1.3,-1.7,2.8
CCn1c(SCC(=O)NNC(=O)c2ccc(C)cc2)nnc1-c1ccncc1,4.9,-10.1,1.6,-36.1,-1.0,-14.0,-0.2,2.1,-0.2,-7.1,0.5
CC(C)Nc1nc(Oc2ccc(Cl)cc2)cc(C(F)(F)F)n1,-18.5,.,4.7,-4.9,3.7,0.3,-4.2,0.5,1.3,2.0,-0.8
O=C(c1ccccc1Cl)N1CCN(S(=O)(=O)N2CCCCC2)CC1,-13.7,-34.5,3.2,3.6,1.9,151.8,-6.4,-0.9,-11.6,-6.6,3.7
CNC(=O)Nc1ccccc1NC(=O)NC,13.5,.,2.4,-5.3,-2.7,-6.3,3.8,3.3,-6.4,6.0,0.3
COc1ccc(C(=O)NCC2OCCc3ccccc32)cc1OC (stereo unspecified),11.7,-5.8,4.1,2.2,-2.5,12.9,4.0,2.5,7.3,-3.2,3.0
Cc1ccc(CN2CC(C(=O)N3CCN(c4ccccc4Cl)CC3)CC2=O)cc1 (stereo unspecified),0.1,-30.7,-0.6,-16.2,0.0,16.3,-0.6,0.0,1.1,-1.0,0.6
COCCOC(=O)c1[nH]c2c(c1C)C(=O)CC(c1ccc(F)cc1)C2 (stereo unspecified),10.5,12.5,2.0,13.7,-2.0,-4.7,-6.7,-0.3,-7.3,0.5,3.0
O=C(Cn1cnc2cc([N+](=O)[O-])ccc2c1=O)Nc1cccc(S(=O)(=O)N2CCCCC2)c1,-33.3,-5.8,8.2,-10.8,8.1,.,-2.8,.,0.7,0.7,.
Cc1ccc(Cn2nc(C)c(C(=O)NCC(c3cccs3)N3CCOCC3)c2Cl)cc1 (stereo unspecified),12.4,-7.0,1.0,7.8,-2.3,-7.4,-1.9,0.6,5.2,3.7,-0.7
CN1C(=S)SC(/[N+]([O-])=C/c2ccc(Cl)cc2)C1(C)C (stereo unspecified),12.7,-1.1,3.7,1.0,-2.5,-5.8,-4.0,1.4,1.5,4.0,1.8
CCOc1cc(/C=C/C(=O)c2ccc3c(c2)OCCO3)ccc1OCC(=O)N(C)C,7.9,-1.0,2.3,2.4,-1.5,-9.3,5.5,-3.0,6.2,2.9,5.2
COC(=O)c1sc(C(F)(F)F)c(-c2ccccc2)c1S(=O)(=O)NC(C)(C)C,-15.7,1.1,1.9,6.6,3.0,-4.3,-5.9,0.5,1.1,-0.1,0.4
COC(=O)c1[nH]c2ccccc2c1Sc1ccccc1,-26.5,-23.2,2.3,-5.2,5.9,-5.5,-5.2,.,-14.2,2.4,.
CC1C/C(=N/N=C2/NC(=O)CS2)CC(C)(C)C1 (stereo unspecified),8.4,4.9,-0.4,13.5,-1.4,1.8,-2.6,-1.7,2.2,-5.3,-1.2
Cc1cccc(N2CCN(Cc3oc(CO)cc(=O)c3O)CC2)c1C,12.1,8.7,0.0,18.0,-2.3,-3.7,-0.6,-0.2,-4.5,3.4,5.3
COc1ccc(CNC(=O)COC(=O)c2cc(S(=O)(=O)N3CCOCC3)ccc2O)cc1OC,0.7,5.9,2.1,-6.2,-0.1,-11.2,2.6,-0.6,2.5,1.2,-0.4
CC(OC(=O)Cn1cnc2c1c(=O)n(C)c(=O)n2C)C(=O)N(C)c1ccccc1 (stereo unspecified),-1.9,0.2,-0.5,6.7,0.3,128.2,-5.1,-0.8,5.8,-2.7,1.2
CC12CCC(=O)N1C(C(=O)OCC(=O)Nc1cccc(S(=O)(=O)N3CCCCCC3)c1)CS2 (stereo unspecified),1.0,-9.7,2.9,-3.2,-0.2,5.3,-12.3,-3.0,6.1,4.9,-0.2
COCCn1c(SCC(=O)Nc2sc(C)c(C)c2C#N)nnc1-c1ccc(OC)cc1,13.0,.,3.6,10.2,-2.6,-10.9,-0.6,0.6,5.0,10.4,-0.3
COc1ccc(/C=N/N=C2/NC(=O)C(CC(=O)NC(C)C)S2)cc1 (stereo unspecified),5.6,-1.5,-0.8,19.8,-1.1,28.0,-7.2,3.0,-3.5,0.6,2.0
COc1cccc(-c2cc(C(F)(F)F)c(C#N)c(=O)[nH]2)c1,8.9,37.3,3.4,5.8,-1.9,-8.3,9.0,3.5,1.9,-3.2,2.3
CC1=C(C(N)=O)C(c2ccccc2[N+](=O)[O-])n2ncnc2N1 (stereo unspecified),13.7,-0.6,1.4,-1.7,-2.8,-12.3,3.8,-0.3,-2.1,-0.1,-2.3
COc1ccccc1NC(=O)C1=C(C)Nc2nc(-c3cccs3)nn2C1c1cccnc1 (stereo unspecified),19.9,14.8,2.3,16.5,-4.0,-23.7,-4.9,0.7,2.8,16.5,3.2
CN(CC(=O)Nc1cccc(F)c1)C(=O)CNS(=O)(=O)c1ccc(N(C)C)c([N+](=O)[O-])c1,3.9,.,1.8,4.6,-0.6,-23.2,-3.4,-0.9,-2.9,-2.2,-1.4
CCCC(=O)OCC(=O)Nc1ccc(OC(F)F)cc1,9.2,-11.3,2.3,1.5,-1.8,4.3,-5.5,1.9,-12.1,1.2,0.2
COCCOc1ccc(C(F)(F)F)cc1NC(=O)COC(=O)c1c(C)noc1C,-6.4,16.0,1.5,20.2,1.1,3.2,-6.3,-0.2,-1.4,-1.0,-0.1
Nc1cc(N)cc(C(=O)OCC(=O)Nc2cc(S(=O)(=O)N3CCCCC3)ccc2Cl)c1,0.4,-6.0,0.5,3.8,-0.1,-5.3,-8.1,1.5,6.4,21.7,-1.9
COCCCNC(=O)CSc1ccc(Cl)cc1,8.0,15.1,-5.3,18.6,-1.6,-18.2,-8.8,2.2,7.1,-2.3,2.4
COc1ccccc1C(CC(=O)N1CCCC1)c1ccc2c(c1)OCO2 (stereo unspecified),4.6,13.8,3.0,12.0,-0.9,0.8,-8.8,1.3,-1.3,-9.3,3.3

# Screens (PubChem)
